# H37Rv inhibition – M. tuberculosis growth inhibition, HTS (AID 449762) | 330,000 compounds, 0.59% hits | M. tuberculosis H37Rv growth inhibition, 7H9 media; higher % means a stronger effect | one-dose inhibition, % at 25 µM; IC50 in µM for titrated hits; in the data active = a potency from the dose series; inconclusive = inhibition above about 70% without an active follow-up result;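 also: bacterial growth assessed after seven days of incubation; strong numbers were not always called active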
# PhoP GFP inhibition – PhoP regulon inhibitors, Salmonella typhi PhoP promoter GFP reporter, confirmatory (AID 1850); 310,000 compounds, 0.33% hits; Salmonella Typhi PhoP-promoter GFP reporter, fluorescence, 4 h; higher % means a stronger effect; inhibition, % at 50 µM; hits with a dose series show IC50 in µM; in the data active = a potency from the dose series; inconclusive = inhibition mostly from about 25% at the one dose, without a potency; inactive = the rest, 99 in 100 with inhibition below about 19%;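 also: 0% = induced wells with vehicle and 100% = uninduced wells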
# influenza NS1A – H1N1 influenza NS1A inhibitors, functional cell based assay (AID 504329) | NS1A functional cell-based assay, percent inhibition; higher % means a stronger effect | one-dose inhibition, % at 12.5 µM; IC50 in µM for titrated hits | 340,000 compounds, 0.3% hits; in the data active = a potency from the dose series; inconclusive = inhibition above about 27% without an active follow-up result; also: strong numbers were not always called active
# VEEV TC-83 Vero – inhibitors of VEEV TC-83 cytopathic effect, confirmation, Vero cells (AID 588727); one-dose inhibition, % at 20 µM; IC50 in µM for titrated hits; 350,000 compounds, 0.13% hits; Vero cells, VEEV TC-83 cytopathic effect inhibition; higher % means a stronger effect; in the data active = a potency from the dose series; inconclusive = inhibition mostly from about 14% at the one dose, without a potency; inactive = the rest, 99 in 100 with inhibition below about 12%; also: strong numbers were not always called active
# M. tuberculosis – growth inhibition of non-replicating M. tuberculosis (AID 488890); Mycobacterium tuberculosis non-replicating, growth inhibition; higher % means a stronger effect; one-dose inhibition, % at 25 µM; IC50 in µM for titrated hits; 320,000 compounds, 0.39% hits; in the data active = a potency from the dose series; inconclusive = inhibition mostly from about 82% at the one dose, without a potency; inactive = the rest, 99 in 100 with inhibition below about 76%;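 also: plate controls were DMSO cells for no effect and high antibiotic wells for full effect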
# VEEV TC-83 Vero 10K pilot screen – also measured in VEEV TC-83 Vero; calls as there; inhibition, %; measured here: 10K pilot screen inhibition
# * = called active by the depositor; i = inactive; ? = inconclusive; / = no result given.
SMILES,H37Rv inhibition,PhoP GFP inhibition,influenza NS1A,VEEV TC-83 Vero,M. tuberculosis,others
CC(Sc1nncn1C)C(=O)Nc1cc(C(F)(F)F)ccc1N1CCOCC1 (centres undefined),-4%,0%,-2%,0.6%,6%,
CCOc1ccc(C(=O)Nc2cc(C)c3c(=O)oc4ccccc4c3n2)cc1,4%,-9%,8%,i,/,
COc1ccc(C(=O)Nc2ccc(C(F)(F)F)n(C)c2=O)cc1,8%,-2%,5%,0.4%,7%,
CC1NC(C)(C)Cc2c1ccc1ccccc21 (centres undefined),-4%,22%,-2%,0.5%,2%,
O=C(C[n+]1cc(-c2ccccc2)n2c1CCC2)Nc1nc(-c2ccccc2)cs1,?,-4%,16%,0.2%,4%,
COc1ccc(OC)c(C(c2c(O)nc(SC)[nH]c2=O)c2c(O)nc(SC)[nH]c2=O)c1,2%,-2%,-3%,i,5%,
NC(=O)C1CCN(c2ccc(S(=O)(=O)N3CCCCC3)cn2)CC1,0%,-4%,1%,i,1%,VEEV TC-83 Vero 10K pilot screen=0.0
CCOC(=O)/C(C#N)=C1/C=Cc2ccccc2N1CC,1%,3%,-3%,2.6%,-18%,
CCOC(=O)N1CCC(NC(=O)C(CC(C)C)NC(=O)C2CCCCC2)CC1 (centres undefined),-3%,-13%,1%,3.7%,-7%,
CCN(CC)C(=O)C(=O)c1cc(C)n(-c2ccc(F)cc2)c1C,-8%,0%,-1%,0.3%,22%,
O=C(OCc1ccc2c(c1)OCO2)c1cccc(S(=O)(=O)N2CCCCC2)c1,10%,-11%,-16%,i,19%,
Cc1c(Cl)cccc1NC(=O)N1CCN(C(=O)c2ccco2)CC1,-2%,-2%,3%,i,-12%,
COc1cccc(NS(=O)(=O)c2ccc3c(c2)NC(=O)CC(=O)N3)c1,-4%,1%,5%,1.2%,0%,
COc1ccc(CCN2C(=O)CC(N3CCN(c4ccccn4)CC3)C2=O)cc1OC (centres undefined),-5%,1%,-1%,1.1%,74%,
O=C1OCC(CC2=C(O)C(=O)OC2)=C1O,/,/,-1%,2.0%,/,
Cc1cccc(Oc2nc(CN3CCOCC3)nc3sc4c(c23)CCCC4)c1,?,-18%,11%,5.7%,15%,
Nc1cccnc1Sc1ccccc1,-3%,3%,-22%,5.5%,-11%,
Cc1[nH]n(-c2ccccc2)c(=O)c1-c1cccc(Cl)c1,-1%,-9%,3%,0.5%,3%,
CCC(c1nnnn1CS(=O)(=O)c1ccc(C)cc1)N1CCN(c2nc3ccccc3s2)CC1 (centres undefined),6%,-2%,-1%,i,21%,
O=C(Nc1cc(Br)ccc1O)C1CC(c2ccccc2Cl)=NO1 (centres undefined),?,4%,23%,1.7%,11%,
CCCNC(=O)c1cc(S(=O)(=O)N2CCc3ccccc32)ccc1F,-7%,-4%,-19%,i,1%,
CCOc1ccc(N(CC(=O)Nc2ccc3c(c2)OCCO3)S(=O)(=O)c2c(C)noc2C)cc1,4%,-2%,5%,6.5%,/,
O=C(Nc1ccccn1)c1ccc2c(c1)S(=O)(=O)c1ccccc1C2=O,-8%,0%,-20%,1.5%,-7%,
CCOc1ccc(CC(=O)NNC(=S)NC2CCCCC2)cc1OCC,-9%,0%,0%,0.8%,-20%,
CCC1CCC2(CC1)NC(CO)(CO)CO2 (centres undefined),-9%,7%,-3%,i,-3%,
CC1(C)Cc2c(cnn2-c2ccc(F)cc2)C(NC(=O)CCCN2CCCCC2=O)C1 (centres undefined),0%,1%,-2%,0.8%,-5%,
COc1cc(C(=O)NCCN2CCN(C(=O)c3cc(OC)c(OC)c(OC)c3)CC2)cc(OC)c1OC,2%,-2%,-5%,1.7%,-13%,
CCn1nc(C(=O)NNC(=O)c2ccc(OC(F)F)cc2)c2ccccc2c1=O,1%,/,-10%,8.8%,2%,
CCOC(=O)[C@H]1[C@H]2COc3ccc(C)cc3[C@@H]2N2C(=O)c3cc(Cl)ccc3NC(=O)[C@@]12C,48%,1%,10%,0.2%,45%,
CCOC(=O)CC(NC(=O)Cc1cccs1)c1ccccc1Cl (centres undefined),3%,3%,-2%,0.1%,-1%,
CCOC(=O)NN1C(=O)c2ccccc2NC1c1ccc(OC)c(OC)c1 (centres undefined),0%,3%,-6%,2.1%,0%,
CCc1cc2c(NCCC(=O)O)ncnc2s1,-3%,3%,5%,i,-12%,
CCCCN(C)CCNC(=O)C(=O)c1c(C)[nH]c2ccccc12,-2%,-7%,10%,i,-7%,
CCCCOc1ccc(C2C(C(=O)c3ccc(C)o3)=C(O)C(=O)N2Cc2ccco2)cc1 (centres undefined),-10%,-4%,-4%,0.8%,57%,
N/C(Cc1nc(-c2ccc(F)cc2)cs1)=N\O,3%,-3%,/,2.4%,-14%,
Cc1ccc2cccc(OCC(=O)NCc3ccco3)c2n1,-2%,-7%,1%,1.8%,-9%,
CC1CN(C(=O)c2cccc(COc3ccc(Br)cc3)c2)CC(C)O1 (centres undefined),13%,4%,-3%,i,-20%,
Cn1c(SCc2ccccc2)nnc1-c1ccc2c(c1)OCO2,5%,-3%,-6%,0.9%,45%,
COc1ccc(/C(C)=N/NC(=O)CNC(=O)C2COc3ccccc3O2)c(OC)c1 (centres undefined),2%,6%,-1%,1.1%,5%,
CCOc1ccc2nc(SC(C)C(N)=O)[nH]c2c1 (centres undefined),1%,-13%,7%,5.5%,4%,
COc1cc(C2/C(=C(/O)c3ccc(OCC(C)C)cc3)C(=O)C(=O)N2CCN(C)C)ccc1O (centres undefined),7%,3%,-3%,0.7%,0%,
NC(=S)NC1CC2C=CC1C2 (centres undefined),-3%,-8%,2%,i,-14%,
CCn1c2ccc(C)cc2c2nnc(SCCN3CCCCC3)nc21,51%,5%,6%,0.2%,77%,
Cc1ccc2c(c1)N(Cc1cccc(Cl)c1)C(=O)c1cccnc1O2,2%,-3%,7%,i,48%,
CCN(CC)S(=O)(=O)c1ccc(Cl)c(NC(=O)c2ccccc2C)c1,7%,7%,-4%,1.2%,9%,
CCNc1ccc2c(Cl)cc(=O)oc2c1,-5%,4%,-10%,2.0%,76%,
O=C(COC(=O)c1cc[n+]([O-])cc1)Nc1cc([N+](=O)[O-])ccc1Cl,18%,5%,-7%,0.4%,5%,
COc1ccc(F)c(CN2CCC(n3nccc3NC(=O)CCCc3ccccc3)CC2)c1,-14%,-8%,1%,5.4%,5%,
CCn1nc(C)c(/C=N/NC(=S)Nc2ccc(Cl)cc2Cl)c1C,11%,-9%,9%,i,-6%,
CCOCCn1[nH]c2ccccc2c1=O,-1%,1%,3%,1.8%,-8%,
CN1C(C(=O)Nc2cccc(O)c2)=CC(c2ccco2)=NS1(=O)=O,5%,4%,3%,0.3%,46%,
Cc1nc2ncccn2c1-c1csc(Nc2ccc(S(N)(=O)=O)cc2)n1,-2%,4%,0%,1.2%,-3%,
C/C(CCc1ccc2c(c1)OCO2)=N\NC(=O)c1ccc(C)cc1C,-6%,2%,-21%,i,-10%,
COc1ccc(CNC(=S)Nc2ccccc2-c2ccccc2)cc1,2%,8%,-4%,4.8%,?,
COc1ccc(C(=O)N2CCN(C)C(C)C2)cc1OC1CCN(C(C)=O)CC1 (centres undefined),2%,4%,-2%,1.6%,10%,
CN1C(=O)C(CC(=O)N2CCN(C(c3ccccc3)c3ccccc3)CC2)N(C)C1=O (centres undefined),-3%,-12%,6%,4.6%,-10%,
COCC(=O)N(Cc1cc2cc(OC)ccc2[nH]c1=O)c1ccc(C)cc1,-9%,-4%,2%,2.1%,7%,
Cc1cc(S(=O)(=O)N(Cc2ccccn2)Cc2ccco2)ccc1-n1cnnn1,-1%,1%,5%,i,18%,
COC(=O)Cc1c(O)ccn(Cc2cccc(C(F)(F)F)c2)c1=O,2%,5%,-8%,0.8%,3%,
CC(C)(CNS(=O)(=O)c1ccc2c(c1)OCCO2)N1CCOCC1,-5%,5%,3%,1.0%,0%,
# (further entries)
SMILES,H37Rv inhibition,PhoP GFP inhibition,influenza NS1A,VEEV TC-83 Vero,M. tuberculosis,others
O=C(c1cccc(S(=O)(=O)N2CCCC2)c1)N1CCN(c2ccccc2F)CC1,-2%,-7%,4%,0.0%,17%,
CCOc1ccc(N(CC(=O)NCC2CCCO2)C(=O)CCC(=O)Nc2ccccn2)cc1 (centres undefined),-7%,-9%,11%,0.6%,/,
CC(=O)Nc1ccc(C(=O)Nc2cc(C(F)(F)F)ccc2-n2cnc3ccccc32)cc1,0%,-6%,6%,4.1%,0%,
CCOC(=O)c1c(C)[nH]c(C(=O)OCC(=O)NC2(C#N)CCCCC2)c1C,1%,-1%,1%,9.8%,19%,
COc1ccc(/C=N/NC(=O)c2ccccc2O)cc1CN1CCOCC1,1%,-8%,14%,0.3%,10%,
CCOc1ccc(N2CC(C(=O)Nc3cc(OCC)c(N4CCOCC4)cc3OCC)CC2=O)cc1 (centres undefined),/,/,9%,3.7%,/,
COc1cc(C(=O)NCCCC2CCCC2)ccc1OC1CCN(C(C)=O)CC1,/,/,-7%,7.3%,/,
Cc1ccc(-c2csc(Cc3nc(-c4cc5ccccc5oc4=O)cs3)n2)cc1,2%,0%,4%,0.6%,22%,
COc1ccc(-n2nc(C(=O)NCC(=O)NCCCN3CCC(C)CC3)c3ccccc3c2=O)cc1Cl,-2%,7%,8%,i,5%,
COc1cccc(/C=N/n2nnnc2N)c1OCC#N,0%,-2%,-21%,0.2%,0%,
C=CCSc1nc(N(CC)CC)c2sccc2n1,11%,1%,-11%,3.9%,59%,
O=C(N/N=C\c1c(O)ccc2ccccc12)c1ccc(O)cc1,6%,-5%,4%,13%,28%,
COc1cnn(-c2cccc(C)c2)c(=O)c1Cl,0%,-5%,2%,0.6%,-23%,
CN1CCN(C(CNC(=O)Nc2ccc(Cl)cc2)c2ccc(F)cc2)CC1 (centres undefined),-1%,-2%,6%,i,70%,
Cc1ccc(S(=O)(=O)N2CCOCC2)cc1C(=O)N1CCN(c2ccc(C(F)(F)F)cn2)CC1,7%,/,1%,0.2%,/,
CC(C)CC(=O)Nc1ccc(S(=O)(=O)N2CC3CC(C2)c2cccc(=O)n2C3)cc1 (centres undefined),-3%,5%,-6%,1.6%,-13%,
N#CCSc1nc2c(cc1C#N)CCCCCC2,-4%,-4%,6%,i,16%,
CC1(C)SC(=S)N(/N=C/c2cccnc2)C1N(O)C(=O)Nc1ccccc1 (centres undefined),-7%,11%,11%,2.2%,-7%,
COCCn1c(SCC(=O)Nc2sc(C)c(C)c2C#N)nnc1C(C)C,-2%,-15%,9%,3.1%,1%,VEEV TC-83 Vero 10K pilot screen=0.9
CC1(C)C(=O)C2(CCCCC2)C(=O)OC1C(=O)c1ccccc1 (centres undefined),-9%,-7%,7%,0.7%,40%,
Cc1ccc(NC(=O)c2ccccc2-c2ccccc2C(=O)O)cc1,-7%,0%,-8%,i,71%,
O=C(CCCc1ccccc1)Nc1ccc2c(c1)OCCO2,19%,6%,3%,0.1%,-16%,

# Screening results from PubChem BioAssay.
